IL1B NFkB pot: enhances IL-1B driven NFkB nuclear translocation | actives 0.3% (n = 94,000) | activation, % at 2 µM | HUVEC IL-1B NFkB p65 nuclear translocation imaging;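 active = activation above 40%, about the mean plus 3 SD, also judged a hit on visual image review; inconclusive = activation above 40% but not a hit on visual review; inactive = activation not above 40% and no visual hit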;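 also: percent activation is computed from the nuclear over cytoplasmic p65 intensity ratio; values of inactives mirror those of a sister screen read the other way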
Bcl-B displacement: displacers of TR3 peptide from Bcl-B, primary screen, selectivity assay for Bfl-1 inhibitor project, biochemical, fluorescence polarization; FP displacement of FITC-TR3 peptide from Bcl-B; higher % means a stronger effect; displacement, % at 20 µM; hits with a dose series show IC50 in µM; actives 0.11% (n = 96,000);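 active = displacement above 50% at 20 µM plus a fluorescence interference ratio under 1.5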;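 also: plate controls were wells without compound for no effect and wells lacking Bcl-B protein for full effect; a part of the inactive calls stands beside numbers as strong as those of hits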
MRP reversal: compounds reversing MRP-mediated drug resistance. H69AR cells + 2 uM doxorubicin, CellTiter-Glo, 72 h. AID 602. differential viability (reversal), % at 10 µM. actives 0.04% (n = 85,000);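 active = viability drop by adding the cancer drug above about 55%, with treated viability meeting a 40% cutoff, limit read from the data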;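 also: viability without doxorubicin minus viability with 2 µM doxorubicin for each compound; larger differential means the compound sensitizes cells more to doxorubicin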
NFkB transloc inh: blocks IL-1B driven NFkB nuclear translocation in HUVEC cells; HUVEC IL-1B NFkB p65 nuclear translocation imaging; inhibition, % at 2 µM; actives 0.43% (n = 94,000);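 active = inhibition above about 30% together with a positive call from visual inspection of the well image, limit read from the data; inconclusive = inhibition above a set limit but visual check negative; inactive = inhibition not above a set limit, visual check negative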;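 also: nuclear over cytoplasmic p65 intensity ratio measured by imaging; 0% = IL-1B stimulated DMSO wells and 100% = unstimulated DMSO wells; values of inactives mirror those of a sister screen read the other way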
PLAP inhibitors HTS: inhibition of human placental alkaline phosphatase – biochemical, luminescence, HTS (AID 690); purified PLAP, luminescent substrate; higher % means a stronger effect; one-dose inhibition, % at 20 µM; IC50 in µM for titrated hits; actives 0.08% (n = 96,000); in the data active = a potency from the dose series; inactive = the rest, 99 in 100 with inhibition below about 30%; also: strong numbers were not always called active
MRP reversal cytotoxicity: recorded beside MRP reversal, whose call it bears; viability, %; H69AR cells, CellTiter-Glo, 72 h; measured here: cytotoxicity without doxorubicin
MRP reversal with doxorubicin: also measured in MRP reversal; calls as there; viability, %; measured here: viability with 2 uM doxorubicin; stronger effect = lower value
NFkB transloc inh cell count 2 µM: also measured in NFkB transloc inh; calls as there; cell count; measured here: cells passing quality filter;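 raw number of nuclei counted in each imaged well without normalization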
IL1B NFkB pot cell count 2 µM: further read-out of IL1B NFkB pot, marked with its call; cell count; measured here: cells passing quality filter
The depositor's hits bear a star; ? = inconclusive; nt = not tested or not shown.

SMILES | IL1B NFkB pot | IL1B NFkB pot cell count 2 µM | Bcl-B displacement | MRP reversal | MRP reversal cytotoxicity | MRP reversal with doxorubicin | NFkB transloc inh | NFkB transloc inh cell count 2 µM | PLAP inhibitors HTS
Cc1cc(C)c(S(=O)(=O)N(CC(=O)N2CCOCC2)C2CCCCC2)c(C)c1 | -6.9 | 23 | -1.4% | -14.9 | 87.0 | 101.9 | 6.9 | 23 | -67.8%
COc1cc(S(=O)(=O)N2CCCCCC2)ccc1Cl | 23.1 | 153 | -4.3% | nt | nt | nt | -23.1 | 153 | 16.8%
Cc1ccc(-n2c(SCC(=O)Nc3cc(C)on3)nc3c([nH]c4ccccc43)c2=O)cc1 | -3.4 | 157 | -4.5% | -12.9 | 17.4 | 30.2 | 3.4 | 157 | 11.4%
CCC(=O)Nc1ccc(NC(=O)CSc2nc3cc4c(cc3cc2C)CCC4)cc1 | -5.0 | 151 | -12.3% | nt | nt | nt | 5.0 | 151 | -15.5%
COc1cc(Br)cc2cc(C(=O)N3CCN(c4ccccn4)CC3)c(=O)oc12 | 9.3 | 80 | -29.6% | 8.1 | 96.9 | 88.8 | -9.3 | 80 | -29.4%
COc1ccc(CC(=O)Nc2cc(=O)n(C)c(=O)n2C)cc1 | -9.8 | 116 | -10.5% | 17.4 | 95.6 | 78.2 | 9.8 | 116 | 16.6%
O=C(c1ccc(Cl)s1)N1CCc2ccccc21 | 6.9 | 118 | -5.6% | 1.7 | 81.3 | 79.6 | -6.9 | 118 | 11.8%
Cc1ccc2oc(-c3cccc(NC(=O)c4cc(-n5cnnc5)ccc4Cl)c3)nc2c1 | -8.1 | 177 | nt | -5.2 | 10.7 | 15.8 | 8.1 | 177 | nt
Cc1ccc(NC(=O)/C(=C\c2cccc(Br)c2)NC(=O)c2ccco2)cc1 | -0.9 | 140 | -10.3% | nt | nt | nt | 0.9 | 140 | 15.5%
COC(=O)CSc1nnc(Cc2cc(=O)[nH]c(=O)[nH]2)n1-c1cccc(OC)c1 | ? | nt | 0.5% | 4.6 | 95.8 | 91.3 | nt | nt | -6.7%
Cc1cccc(-n2nnc3cnn(C)c3c2=O)c1 | 0.9 | 153 | -1.1% | 9.4 | 78.3 | 68.9 | -0.9 | 153 | -9.2%
CS(=O)(=O)N1CCN(C(=O)c2ccccc2)C1 | 1.5 | 168 | -3.8% | 8.3 | 93.4 | 85.1 | -1.5 | 168 | -3.6%
Cc1cc2ncn(CCOc3ccccc3)c2cc1C | 8.9 | 184 | -4.9% | -7.9 | 85.5 | 93.3 | -8.9 | 184 | 9.3%
CC(C)(C)C1CCc2c(sc(NC(=O)c3cccs3)c2C(N)=O)C1 (configuration not stated) | 2.7 | 134 | nt | -11.9 | 34.2 | 46.1 | -2.7 | 134 | nt
Cc1cc(NC(=O)c2ccccc2Cl)no1 | -2.3 | 170 | -6.2% | 24.0 | 91.8 | 67.8 | 2.3 | 170 | -9.6%
COc1ccc2nnc(-c3ccccc3)n2n1 | 24.4 | 212 | -4.4% | nt | nt | nt | -24.4 | 212 | 12.5%
Cc1ccc(NC(=S)N2CCN(C(=O)C3CCCO3)CC2)c(C)c1 (configuration not stated) | 10.9 | 170 | -3.3% | nt | nt | nt | -10.9 | 170 | 9.3%
O=C1CCC([N+](=O)[O-])C(c2ccccc2Cl)N1 (configuration not stated) | -0.2 | 88 | -10.6% | 13.4 | 105.3 | 91.9 | 0.2 | 88 | 12.3%
O=C(COC(=O)Cc1cccs1)Nc1ccccc1 | 4.9 | 99 | 6.5% | 0.7 | 95.2 | 94.5 | -4.9 | 99 | -15.9%
Cc1cc(NC(=O)CCC(=O)N(CC2CCCO2)C(C(=O)NC2CCCC2)c2cccnc2)no1 (configuration not stated) | -4.9 | 168 | 0.1% | 9.3 | 98.9 | 89.5 | 4.9 | 168 | -8.6%
CCOC(=O)N1CCN(c2c(N3CCN(c4cc(C)ccc4C)CC3)c(=O)c2=O)CC1 | 38.8 | 180 | 0.1% | 8.7 | 84.7 | 76.0 | -38.8 | 180 | -16.4%
O=C1C(=O)N(CCCn2ccnc2)C(c2cccnc2)/C1=C(/O)c1ccc(Br)cc1 (configuration not stated) | 4.1 | 157 | nt | 1.2 | 99.1 | 97.8 | -4.1 | 157 | nt
CCN(C1CCCCC1)S(=O)(=O)c1ccc(S(=O)(=O)NCc2ccncc2)cc1 | ? | nt | -3.8% | 11.3 | 92.3 | 80.9 | -58.4 | 161 | -0.3%
C=C(C)CN(CC)CCC(=O)Nc1ccc(OC)cc1OC | -6.2 | 182 | 0.4% | -8.7 | 93.4 | 102.2 | 6.2 | 182 | -4.4%
COc1ccc(C2C(C(=O)Nc3cc(C)on3)c3ccccc3C(=O)N2C)cc1 (configuration not stated) | 6.5 | 147 | -0.2% | 6.3 | 99.1 | 92.9 | -6.5 | 147 | -5.1%

(continued)
SMILES | IL1B NFkB pot | IL1B NFkB pot cell count 2 µM | Bcl-B displacement | MRP reversal | MRP reversal cytotoxicity | MRP reversal with doxorubicin | NFkB transloc inh | NFkB transloc inh cell count 2 µM | PLAP inhibitors HTS
O=C(CCN1CCOCC1)Nc1c(-c2ccccc2)c2cc(Br)ccc2[nH]c1=O | 1.6 | 109 | -3.9% | 17.4 | 78.6 | 61.3 | -1.6 | 109 | -37.6%
CC(C)(C)N1C(=O)c2ccccc2NC(=O)N1Cc1ccccc1 | 22.1 | 182 | -1.5% | 13.2 | 91.9 | 78.7 | -22.1 | 182 | -1.2%
C/C(=N/NC(=O)c1cc2ccccc2cc1O)C1C(=O)c2ccccc2C1=O | 2.0 | 179 | -118.6% | -5.3 | 35.9 | 41.2 | -2.0 | 179 | -90.8%
CS(=O)(=O)n1nc(OC(=O)c2cccc3ccccc23)cc1N | 8.4 | 103 | -10.3% | -6.3 | 76.9 | 83.2 | -8.4 | 103 | 2.7%
O=C(CCCC(=O)OCC(=O)c1ccc(F)cc1)Nc1cc(C(F)(F)F)ccc1Cl | 9.3 | 118 | -9.8% | nt | nt | nt | -9.3 | 118 | -22.5%
COc1ccc(CCNc2oc(-c3ccccc3OC)nc2C#N)cc1 | 19.7 | 171 | 0.0% | -6.9 | 66.7 | 73.6 | -19.7 | 171 | 23.4%
c1ccc2cc3[nH]c(CN4CCCCC4)nc3cc2c1 | 0.5 | 159 | -6.7% | 6.6 | 85.2 | 78.7 | -0.5 | 159 | -78.0%
CCCCCCC(=O)N1CCN(c2cc3c(cc2F)c(=O)c(C(=O)O)cn3CC)CC1 | -4.0 | 76 | nt | 20.3 | 27.0 | 6.7 | 4.0 | 76 | nt
Cc1nc(SC2CC(=O)N(c3ccccc3)C2=O)nc2c1CCCC2 (configuration not stated) | nt | nt | -4.2% | -0.1 | 104.3 | 104.3 | nt | nt | -37.7%
O=C(c1cccc2ccccc12)N1CCC(N2CCN(c3ccccc3)CC2)CC1 | 10.6 | 187 | -4.5% | nt | nt | nt | -10.6 | 187 | -34.5%
Cc1ccc(OCc2nnc(SCC(=O)c3cccc([N+](=O)[O-])c3)n2C)cc1 | -4.1 | 112 | 0.0% | nt | nt | nt | 4.1 | 112 | -11.8%
COCCN(CCOC)S(=O)(=O)c1ccc(C(=O)NC2CCN(Cc3ccccc3)CC2)cc1 | nt | nt | 0.7% | -4.9 | 90.3 | 95.2 | nt | nt | -51.2%
CCOC(=O)COn1c(=O)c(-c2cc3ccccc3o2)[n+]([O-])c2ccccc21 | -1.1 | 119 | 16.7% | nt | nt | nt | 1.1 | 119 | -5.5%
CCOc1ccccc1C(=O)N(Cc1ccco1)C1CCS(=O)(=O)C1 (configuration not stated) | -4.1 | 103 | -17.0% | 11.1 | 98.8 | 87.7 | 4.1 | 103 | -15.7%
Fc1ccc(Sc2cc(Cl)c(-c3ccccc3)nn2)cc1 | -4.5 | 107 | -6.1% | nt | nt | nt | 4.5 | 107 | 16.7%
COc1cc(NC(=O)C2CCN(S(=O)(=O)c3cnc[nH]3)CC2)cc(OC)c1OC | 17.5 | 190 | 1.9% | 8.6 | 100.8 | 92.3 | -17.5 | 190 | -89.0%
CC(C)C1CC(=O)NC(SCC(=O)Nc2ccc(Br)cc2)=C1C#N (configuration not stated) | 3.8 | 118 | -0.8% | -20.1 | 43.6 | 63.7 | -3.8 | 118 | 9.0%
COc1ccc(C(=O)NNC(=O)CSc2nnc(COc3ccccc3)n2C)cc1 | 13.2 | 132 | -0.8% | nt | nt | nt | -13.2 | 132 | -100.8%
CCOC(=O)C1CCN(C(=O)Nc2ccc(OC)c(OC)c2)CC1 | 3.7 | 131 | 0.1% | nt | nt | nt | -3.7 | 131 | -9.8%
CN(CC#CCC(c1ccccc1)c1ccccc1)C(C)(C)C | 6.5 | 125 | -8.3% | nt | nt | nt | -6.5 | 125 | -49.7%
CCc1ccc(NC(=O)CN(c2ccc3c(c2)OCO3)S(=O)(=O)c2c(C)noc2C)cc1 | 4.9 | 74 | 6.6% | 10.4 | 98.2 | 87.8 | -4.9 | 74 | -0.1%
O=C(CCSc1ccc(Cl)cc1)N1CCCCCC1 | -3.3 | 168 | -7.5% | nt | nt | nt | 3.3 | 168 | -15.5%
Cc1ccsc1C(=O)Nc1ccc(C(=O)O)cc1 | -1.3 | 131 | -5.0% | -13.0 | 94.7 | 107.7 | 1.3 | 131 | 22.9%
CCn1c(C(=O)OC)cc2c1ccn2-c1ccc(F)cc1 | -0.4 | 150 | -1.1% | 25.9 | 87.8 | 62.0 | 0.4 | 150 | 14.9%
Cc1cc2c(=O)n(CC(=O)NCC(=O)N3CCN(Cc4ccccc4)CC3)cnc2s1 | nt | nt | -0.5% | 2.2 | 89.8 | 87.6 | nt | nt | -52.4%

Given with two lines to a compound: part of the list above.
Below each SMILES – IL1B NFkB pot | IL1B NFkB pot cell count 2 µM | Bcl-B displacement | MRP reversal | MRP reversal cytotoxicity | MRP reversal with doxorubicin | NFkB transloc inh | NFkB transloc inh cell count 2 µM | PLAP inhibitors HTS
Cc1cc(NC(=O)c2ccccc2Cl)no1
 : -2.3 | 170 | -6.2% | 24.0 | 91.8 | 67.8 | 2.3 | 170 | -9.6%
COc1ccc2nnc(-c3ccccc3)n2n1
 : 24.4 | 212 | -4.4% | nt | nt | nt | -24.4 | 212 | 12.5%
Cc1ccc(NC(=S)N2CCN(C(=O)C3CCCO3)CC2)c(C)c1 (configuration not stated)
 : 10.9 | 170 | -3.3% | nt | nt | nt | -10.9 | 170 | 9.3%
O=C1CCC([N+](=O)[O-])C(c2ccccc2Cl)N1 (configuration not stated)
 : -0.2 | 88 | -10.6% | 13.4 | 105.3 | 91.9 | 0.2 | 88 | 12.3%

(continued)
SMILES | IL1B NFkB pot | IL1B NFkB pot cell count 2 µM | Bcl-B displacement | MRP reversal | MRP reversal cytotoxicity | MRP reversal with doxorubicin | NFkB transloc inh | NFkB transloc inh cell count 2 µM | PLAP inhibitors HTS
O=C(NCc1ccccn1)c1ccc(/C=N/O)nc1 | -8.7 | 109 | -13.2% | 3.3 | 90.6 | 87.3 | 8.7 | 109 | -3.7%
OCCN(/C=N/c1nc(-c2ccc(Br)cc2)cs1)CCO | -5.7 | 171 | -0.2% | nt | nt | nt | 5.7 | 171 | -10.6%
CCC(C)C(NC(=O)C(C)NC(=O)CNC(=O)CNC(=O)OCc1ccccc1)C(=O)OC (configuration not stated) | -6.5 | 169 | nt | 15.8 | 100.8 | 85.1 | 6.5 | 169 | nt
CCCN(Cc1ccccc1)S(=O)(=O)c1ccc(N2C(=O)CCC2=O)cc1 | 2.8 | 206 | -1.8% | 5.7 | 98.8 | 93.1 | -2.8 | 206 | -1.2%
CC(C)Cn1cc(C(=O)NCC2CCCO2)c2c3ccccc3n(C)c2c1=O (configuration not stated) | 1.3 | 104 | 11.4% | 7.8 | 83.1 | 75.3 | -1.3 | 104 | -54.2%
O=C(NCc1ccco1)c1sc2cc(F)ccc2c1Cl | 17.5 | 119 | nt | 8.6 | 97.7 | 89.1 | -17.5 | 119 | nt
COc1ccc(CCN2C(=O)C(O)=C(C(=O)c3ccco3)C2c2cccs2)cc1OC (configuration not stated) | 10.8 | 123 | -0.6% | 0.0 | 94.7 | 94.7 | -10.8 | 123 | -23.8%
O=C(CN1CCC(c2nc3ccccc3[nH]2)CC1)NCc1ccc2c(c1)OCO2 | 9.2 | 108 | -4.1% | -23.4 | 62.1 | 85.6 | -9.2 | 108 | 11.0%

A portion of the library, so the mix of outcomes need not match the whole.
